NFkB transloc inh: blocks IL-1B driven NFkB nuclear translocation in HUVEC cells; HUVEC IL-1B NFkB p65 nuclear translocation imaging; inhibition, % at 2 µM; hit rate 0.43% among 94,000;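 active means inhibition above about 30% together with a positive call from visual inspection of the well image, limit read from the data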;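 further: nuclear over cytoplasmic p65 intensity ratio measured by imaging; 0% = IL-1B stimulated DMSO wells and 100% = unstimulated DMSO wells; values of inactives mirror those of a sister screen read the other way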
PLAP inhibition: inhibition of human placental alkaline phosphatase – biochemical, luminescence, HTS (AID 690) | hit rate 0.08% among 96,000 | inhibition, % at 20 µM, or IC50 in µM where a hit was titrated | purified PLAP, luminescent substrate; higher % means a stronger effect; in the data active means a potency from the dose series; inactive means the rest, 99 in 100 with inhibition below about 30%; further: strong numbers were not always called active
IL1B NFkB pot: enhances IL-1B driven NFkB nuclear translocation; HUVEC IL-1B NFkB p65 nuclear translocation imaging; activation, % at 2 µM; hit rate 0.3% among 94,000;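 active means activation above 40%, about the mean plus 3 SD, also judged a hit on visual image review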;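 further: percent activation is computed from the nuclear over cytoplasmic p65 intensity ratio; values of inactives mirror those of a sister screen read the other way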
MRP reversal: MRP-mediated drug resistance reversal. hit rate 0.04% among 85,000. differential viability (reversal), % at 10 µM. H69AR cells + 2 uM doxorubicin, CellTiter-Glo, 72 h;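 active means viability drop by adding the cancer drug above about 55%, with treated viability meeting a 40% cutoff, limit read from the data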;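 further: viability without doxorubicin minus viability with 2 µM doxorubicin for each compound; larger differential means the compound sensitizes cells more to doxorubicin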
Bcl-B displacement: displacers of TR3 peptide from Bcl-B, primary screen, selectivity assay for Bfl-1 inhibitor project, biochemical, fluorescence polarization; one-dose displacement, % at 20 µM; IC50 in µM for titrated hits; FP displacement of FITC-TR3 peptide from Bcl-B; higher % means a stronger effect; hit rate 0.11% among 96,000;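 active means displacement above 50% at 20 µM plus a fluorescence interference ratio under 1.5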;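 further: plate controls were wells without compound for no effect and wells lacking Bcl-B protein for full effect; a part of the inactive calls stands beside numbers as strong as those of hits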
MRP reversal cytotoxicity: also measured in MRP reversal; calls as there; viability, %; H69AR cells, CellTiter-Glo, 72 h; measured here: cytotoxicity without doxorubicin
MRP reversal with doxorubicin: second read-out of MRP reversal, no call of its own (marks repeat the call); viability, %; measured here: viability with 2 uM doxorubicin; stronger effect = lower value
NFkB transloc inh cell count 2 µM: further read-out of NFkB transloc inh, marked with its call; cell count; measured here: cells passing quality filter;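 raw number of nuclei counted in each imaged well without normalization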
IL1B NFkB pot cell count 2 µM: further read-out of IL1B NFkB pot, marked with its call; cell count; measured here: cells passing quality filter
The depositor's hits bear a star; . = no result given.

compound	NFkB transloc inh	NFkB transloc inh cell count 2 µM	PLAP inhibition	IL1B NFkB pot	IL1B NFkB pot cell count 2 µM	MRP reversal	MRP reversal cytotoxicity	MRP reversal with doxorubicin	Bcl-B displacement
CCNC(=O)NC(=O)C(C)SCc1ccccc1C (stereo not drawn)	6	166	-1%	-6	166	19	102	83	2%
Cn1nnnc1SCCOc1ccc(C#N)cc1	-1	73	21%	1	73	13	97	84	6%
C/C(=N\NC(=O)c1ccccc1)c1ccc2c(c1)OCO2	-15	206	18%	15	206	.	.	.	-1%
CCN1CCN(S(=O)(=O)c2ccc(OC)c(Br)c2)CC1	-1	145	-53%	1	145	21	116	94	-5%
O=C(Nc1cccnc1)c1cnc2ccccc2n1	-7	124	14%	7	124	-6	86	92	-7%
N#CCc1c(C#N)c(N)nc(N2CCN(c3ccc(F)cc3)CC2)c1C#N	8	109	-63%	-8	109	-5	85	89	-50%
Oc1ccccc1-c1nnc(COc2ccc(Cl)cc2Cl)o1	19	57	9%	-19	57	-2	64	66	2%
Cc1ccc(S(=O)(=O)c2cc(N3CCOCC3)nc(-c3ccccc3)n2)cc1	-5	69	-2%	5	69	.	.	.	-2%
Cc1csc(SCC(=O)NC2CCCCC2)n1	-12	173	19%	12	173	1	107	106	7%
Cc1cccc2cc(=O)[nH]c(C)c12	-38	146	3%	38	146	-7	101	108	-2%
CCCCn1c(SCC(=O)NC(=O)NCc2ccco2)nc2cc(S(N)(=O)=O)ccc21	-32	175	-42%	32	175	-9	54	64	8%
CC1(C)Cc2cccc(OCC(=O)Nc3cccnc3Cl)c2O1	-3	159	1%	3	159	4	85	80	-17%
Cn1c(=O)n(-c2cccc(Cl)c2)c(=O)c2c3c(sc21)COC(C)(C)C3	2	157	-3%	-2	157	10	86	76	-5%
Cn1nc([N+](=O)[O-])nc1Oc1ccc2ccccc2c1	20	176	21%	-20	176	6	101	96	-4%
CCN(CC)S(=O)(=O)c1ccc(C(=O)OCCNC(=O)c2cccnc2)cc1	1	144	0%	-1	144	19	105	87	8%
CC1CCCCC1N=CC1=C(O)CC(C)(C)CC1=O (stereo not drawn)	-26	44	18%	29	44	4	89	84	0%
CC(=O)Nc1nc2c(c3c1c(=O)oc1ccccc13)CCCCC2	0	173	23%	0	173	4	96	91	8%
O=C1c2cccnc2C(=O)N1Cc1ccc(Cl)cc1	-6	192	-36%	6	192	-11	94	106	1%
Cc1ccc(Cn2ncc3c(N4CCCC4)ncnc32)cc1	0	91	11%	0	91	11	91	80	-12%
COc1ccccc1C(=O)n1nc(-c2ccco2)nc1N	-1	114	10%	1	114	10	96	85	-8%
Cn1cccc1Cc1nnc(SCC(=O)N2CCN(c3ccccc3)CC2)n1-c1ccc(F)cc1	.	.	-57%	.	.	.	.	.	-6%
COc1ccc(CCNC(=O)CSc2nnc(-c3cccc(F)c3)o2)cc1OC	-2	130	-48%	2	130	7	96	89	2%
c1ccc(Cn2nnc3c(N4CCc5ccccc5C4)ncnc32)cc1	1	78	-36%	-1	78	.	.	.	2%
Cc1ccc(-c2nnc(SCC(=O)Nc3ccc4c(c3)OCCO4)n2N)cc1	-28	135	10%	28	135	0	94	93	-2%
CC(=O)c1cccc(NC(=O)N2CCCC2C(=O)NCc2ccc(C)cc2)c1 (stereo not drawn)	-9	188	-23%	9	188	6	88	81	-1%

Shown as labelled records: entries from further up.
SMILES: O=C1c2cccnc2C(=O)N1Cc1ccc(Cl)cc1
  NFkB transloc inh = -6	NFkB transloc inh cell count 2 µM = 192	PLAP inhibition = -36%	IL1B NFkB pot = 6	IL1B NFkB pot cell count 2 µM = 192	MRP reversal = -11	MRP reversal cytotoxicity = 94	MRP reversal with doxorubicin = 106	Bcl-B displacement = 1%

SMILES: Cc1ccc(Cn2ncc3c(N4CCCC4)ncnc32)cc1
  NFkB transloc inh = 0	NFkB transloc inh cell count 2 µM = 91	PLAP inhibition = 11%	IL1B NFkB pot = 0	IL1B NFkB pot cell count 2 µM = 91	MRP reversal = 11	MRP reversal cytotoxicity = 91	MRP reversal with doxorubicin = 80	Bcl-B displacement = -12%

SMILES: COc1ccccc1C(=O)n1nc(-c2ccco2)nc1N
  NFkB transloc inh = -1	NFkB transloc inh cell count 2 µM = 114	PLAP inhibition = 10%	IL1B NFkB pot = 1	IL1B NFkB pot cell count 2 µM = 114	MRP reversal = 10	MRP reversal cytotoxicity = 96	MRP reversal with doxorubicin = 85	Bcl-B displacement = -8%

Remaining list, next part:
compound	NFkB transloc inh	NFkB transloc inh cell count 2 µM	PLAP inhibition	IL1B NFkB pot	IL1B NFkB pot cell count 2 µM	MRP reversal	MRP reversal cytotoxicity	MRP reversal with doxorubicin	Bcl-B displacement
Cc1occc1C(=O)NCc1ccccc1	13	163	-20%	-13	163	13	104	91	-8%
COc1ccc(C2C(=O)N(C3CCCCC3)CC(=O)N2Cc2ccco2)cc1 (stereo not drawn)	-5	158	-11%	5	158	23	90	67	-8%
Cc1cc(C)n(C(=O)c2ccc(C)c(S(=O)(=O)N3CCCCC3)c2)n1	-12	163	-31%	12	163	13	108	95	-5%
O=c1c2ccccc2nc2n1CC/C2=C/N1CCN(c2cccc(C(F)(F)F)c2)CC1	-4	176	5%	4	176	-20	66	86	-6%
CC(C)NC(=O)c1cc(-c2ccc(Br)cc2)on1	9	104	6%	-9	104	-2	93	95	3%
Cc1ccc(Nc2cc(-n3nc(C)cc3C)ncn2)c(C)c1	.	.	1%	.	.	16	90	74	10%
CCOC(=O)N1CCN(S(=O)(=O)c2ccc3c(c2)oc(=O)n3C)CC1	4	133	23%	-4	133	0	83	82	-11%
CCc1ccccc1NC(=O)C(C#N)Cc1cccnc1 (stereo not drawn)	2	155	.	-2	155	2	101	99	.
COc1ccccc1C(=O)Nc1ccc(C(=O)N2CCCC2)cc1	0	144	13%	0	144	20	97	77	-5%
COC(=O)c1c(C(=O)OC)c2cc(C(=O)c3ccccc3)ccn2c1Cl	-16	103	.	16	103	9	82	73	.
Cc1cccc(C(=O)Nc2ccc(C)c(OC(=O)c3cccc(C)c3)c2)c1	9	88	0%	-9	88	.	.	.	-12%
COc1ccc2c(=O)c3c(=O)n(Cc4ccco4)c(-c4ccccc4)nc3oc2c1	-12	76	22%	12	76	-4	82	86	0%
COc1c(O)cccc1-c1nnn(CCC(=O)OCC(=O)c2ccccc2)n1	-5	195	13%	5	195	-18	89	108	6%
O=C(CSc1nnc(-c2ccccc2F)n1C1CCCCC1)N1CCCC1	-13	196	-23%	13	196	4	80	76	-10%
O=C(NC1CC1)C1CCN(Cc2cnn(-c3ccccc3)c2-n2cccc2)CC1	6	142	-104%	-6	142	-5	98	103	-2%
COc1ccc(COC(=O)Nc2cc3c(C(F)(F)F)nn(C)c3s2)cc1	.	.	-23%	.	.	8	101	93	1%
CCCCSc1nc2c(c(=O)n1CC)SC(C)C2 (stereo not drawn)	.	.	-17%	.	.	13	84	72	1%
CC1CC(C)CN(C(=O)CSc2nnc(-c3ccc(Cl)s3)o2)C1 (stereo not drawn)	.	.	-14%	.	.	-12	88	100	2%
COc1cc(C(=O)Oc2ccccc2N)cc(OC)c1OC	.	.	-66%	.	.	-2	86	88	-18%
FC(F)(F)c1nc(N2CCN(c3ccccc3)CC2)nc2c1CCCCC2	.	.	2%	.	.	-3	56	59	-2%
CN1c2ccccc2C(O)=C(C(=S)Nc2ccccc2)S1(=O)=O	.	.	-10%	.	.	.	.	.	0%
CCOC(=O)c1c(NC(=O)C2CCN(S(=O)(=O)c3cccs3)CC2)sc(C)c1C	-17	102	18%	17	102	-7	56	64	-12%
C=CCc1ccc(OCCCCCN2CCOCC2)c(OC)c1	7	132	-38%	-7	132	2	86	83	-9%
O=C(CNC(=O)c1ccco1)OCc1cccc(Cl)c1	-4	146	6%	4	146	5	92	87	-9%
N#Cc1ccccc1Cn1c(=O)n(-c2ccc(CC(=O)NCc3ccco3)cc2)c(=O)c2sccc21	.	.	-10%	.	.	2	78	76	-1%

Remaining list, next part.
compound	NFkB transloc inh	NFkB transloc inh cell count 2 µM	PLAP inhibition	IL1B NFkB pot	IL1B NFkB pot cell count 2 µM	MRP reversal	MRP reversal cytotoxicity	MRP reversal with doxorubicin	Bcl-B displacement
CCOC(=O)c1ccc(CSc2ncn[nH]2)o1	3	157	14%	-3	157	-1	103	103	-4%
CC(=O)c1cnc2cc(-c3ccc(Cl)cc3)nn2c1C	-17	162	11%	17	162	3	93	90	5%
Cc1nn(C(C)C(=O)NCc2ccccc2)c(C)c1[N+](=O)[O-] (stereo not drawn)	4	111	7%	-4	111	.	.	.	-6%
CC(C)N(C(=O)c1ccccc1-c1ccccc1)C(C)C	-2	136	1%	2	136	11	97	86	16%
Cc1cc(C)n2nc(C(=O)NCc3ccccc3)cc2n1	-5	120	-8%	5	120	-34	53	88	6%
CCC(=O)c1ccc(N2CCOCC2)c(F)c1	-12	108	.	12	108	-5	116	121	.
O=C(COc1ccc([N+](=O)[O-])cc1)Nc1ccc(C(=O)NCc2cccnc2)cc1	4	171	23%	-3	171	.	.	.	-10%
CCOc1ccc(/C=C2/SC(=S)N(n3c(C)ccc3C)C2=O)cc1	-12	165	16%	12	165	-9	89	98	-1%
CN(C)c1cccc(NC(=O)Cc2ccc(F)cc2)c1	-1	144	-1%	1	144	5	83	78	15%
Nc1nc2c(c3c1c(=O)oc1ccccc13)CCCCC2	-10	205	-8%	10	205	13	94	81	-3%
O=C1[C@@H]2C(c3ccccc3Cl)=NO[C@@H]2C(=O)N1Cc1ccccc1	2	157	-24%	-2	157	6	99	93	-3%
COc1ccc(CCNS(=O)(=O)c2ccc3c(c2)CC(C)N3C(C)=O)cc1OC (stereo not drawn)	-10	102	1%	11	102	-13	77	90	2%
Cc1ccc(NC2=NC(c3ccc(C)cc3)n3c(nc(C)cc3=O)N2)cc1 (stereo not drawn)	-13	128	-68%	13	128	.	.	.	-9%
COC(=O)CNc1nc(-c2ccncc2)nc2ccccc12	1	199	-13%	-1	199	-24	45	69	-4%
CCC(CC)C(=O)NCc1ccc2c(c1)cc(C)n2C	-2	140	-26%	2	140	.	.	.	19%
COCc1[nH]nc2c1C(c1c(F)cccc1Cl)C(C#N)=C(N)O2 (stereo not drawn)	11	89	-88%	-11	89	-7	64	72	-3%
O=C1CCC(=O)N1c1nc2n(n1)C(c1ccccc1)C=C(c1ccc(Br)cc1)N2 (stereo not drawn)	2	82	-102%	-1	82	-11	90	101	21%
CCOC(=O)CCSc1nc(C)c2cc(C)ccc2n1	-10	35	-83%	11	35	14	104	90	-8%
O=c1c2c(C(F)(F)F)cc(C(F)(F)F)nc2[nH]n1-c1ccccc1	2	161	-16%	-2	161	5	96	91	-8%
CCCCn1c(=O)[nH]c(=O)c2c1nc(-c1ccc(C#N)cc1)n2C1CCCC1	10	200	-40%	-10	200	37	61	24	-54%
CCSc1nc(-c2ccc(OC)cc2)cc(-c2ccccc2)c1C#N	5	166	22%	-5	166	13	88	74	-5%
O=C(CSc1ccc2c(c1)OCCO2)Nc1ccc(Br)cc1	1	169	-5%	-1	169	-2	84	86	-10%
CCC(COC(=O)Nc1cccc(C)c1)NC(=O)OCC(C)C (stereo not drawn)	0	131	-12%	0	131	11	94	83	-21%
Cc1ccc(C(=O)Nc2cnc3sc(C)nn3c2=O)cc1	6	109	-1%	-6	109	-13	100	113	2%
Cc1cc([N+](=O)[O-])ccc1NCc1cccc([N+](=O)[O-])c1	5	97	-4%	-5	97	.	.	.	-4%

Other entries
compound	NFkB transloc inh	NFkB transloc inh cell count 2 µM	PLAP inhibition	IL1B NFkB pot	IL1B NFkB pot cell count 2 µM	MRP reversal	MRP reversal cytotoxicity	MRP reversal with doxorubicin	Bcl-B displacement
Cc1ccc(S(=O)(=O)c2nc(NCc3ccc4c(c3)OCO4)sc2Cl)cc1	1	179	14%	-1	179	.	.	.	-20%
O=C(Cc1cccs1)Nc1nc2ccccc2s1	11	88	3%	-11	88	9	97	89	-2%
Cc1cc(C)c(C(N)=O)c(NC(=O)Nc2ccccc2Cl)n1	-5	112	11%	5	112	.	.	.	-6%
CC(=O)Nc1ccc(S(=O)(=O)NCCc2ccccc2)cc1	-1	95	-2%	1	95	9	95	86	-4%
CN(C)c1nc(NCc2ccccc2)nc(SCC(=O)Nc2ccccc2)n1	14	135	9%	-14	135	.	.	.	-12%
CC(C)CNC(=S)NC1CCCC1	8	190	21%	-8	190	.	.	.	10%
Cc1cc(N2CCN(C(=O)OC(C)(C)C)CC2)n2ncnc2n1	-2	69	6%	2	69	7	87	80	6%

These rows are one share of the data; rates above refer to the full screens.
